Bim-Mcl-1: disrupts Bim peptide binding to human Mcl-1; Q07820; Bead-based flow cytometry, Bim peptide-Mcl-1 binding; inhibition, % at 10 µM; 0.1% of 190,000 active; in the data active = inhibition above about 40%;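 note: 0% = no compound tracer wells and 100% = peptide blocker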
Target sequence (Q07820 whole entry, looked up): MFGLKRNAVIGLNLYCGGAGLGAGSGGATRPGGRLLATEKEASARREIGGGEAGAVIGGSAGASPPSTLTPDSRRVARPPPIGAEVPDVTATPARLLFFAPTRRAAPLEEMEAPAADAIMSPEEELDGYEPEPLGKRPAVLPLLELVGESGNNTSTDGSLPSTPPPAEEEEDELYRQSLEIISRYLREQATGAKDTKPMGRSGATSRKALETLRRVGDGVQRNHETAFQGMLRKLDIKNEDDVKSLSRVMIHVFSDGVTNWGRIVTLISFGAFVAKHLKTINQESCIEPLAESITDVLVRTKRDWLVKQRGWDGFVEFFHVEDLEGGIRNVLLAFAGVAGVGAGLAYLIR
Mcl1 Bid PPI: Mcl-1/Bid interaction inhibition. TR-FRET Mcl-1/Bid-Dy647 peptide binding, 1536-well. Q07820. 0.97% of 220,000 active. AID 1021. inhibition, % at 21.7 µM;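 active = compounds that cut the binding signal by more than half at the single screening dose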;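 note: His-tagged Mcl-1 with europium anti-His antibody binding Bid BH3 peptide; 0% = Mcl-1 plus peptide wells and 100% = peptide-only wells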
Mcl1-Noxa inh: disrupts binding of human Mcl-1 to Noxa peptide. TR-FRET Mcl-1/Noxa peptide binding, 2 h. AID 1022. Q07820. 1.5% of 220,000 active. inhibition, % at 21.7 µM;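 active = compounds that cut the protein-peptide binding signal by more than 50% relative to plate controls in a single-dose test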;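 note: His-tagged Mcl-1 with rhodamine Noxa BH3 peptide and terbium anti-His antibody; 0% = Mcl-1 plus Noxa peptide wells and 100% = peptide-only wells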
GSH bead fluor: compound fluoresces at 488/530 nm on GSH beads | GSH beads flow cytometry, compound fluorescence 488/530 nm; hits give high values | 0.25% of 190,000 active | fluorescence (KMESF) at 10 µM; in the data active = fluorescence above about 89;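 note: glutathione beads carrying GST-tagged Bcl family fusion proteins plus one bare bead set; values are compound well signal with DMSO vehicle wells as background; inactives centre near 16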
RGS8-Gao: modulates binding of RGS8 to human Galphao. P09471. multiplexed bead flow cytometry; actives lie on both sides. response (percent of control binding), % at 10 µM. 0.34% of 220,000 active. AID 1423; in the data active = response below about 60% or above about 140%; inactive = in between;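 note: Galphao activated as the GDP aluminium fluoride complex binding bead-coupled RGS8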
Target sequence (P09471 whole entry, looked up): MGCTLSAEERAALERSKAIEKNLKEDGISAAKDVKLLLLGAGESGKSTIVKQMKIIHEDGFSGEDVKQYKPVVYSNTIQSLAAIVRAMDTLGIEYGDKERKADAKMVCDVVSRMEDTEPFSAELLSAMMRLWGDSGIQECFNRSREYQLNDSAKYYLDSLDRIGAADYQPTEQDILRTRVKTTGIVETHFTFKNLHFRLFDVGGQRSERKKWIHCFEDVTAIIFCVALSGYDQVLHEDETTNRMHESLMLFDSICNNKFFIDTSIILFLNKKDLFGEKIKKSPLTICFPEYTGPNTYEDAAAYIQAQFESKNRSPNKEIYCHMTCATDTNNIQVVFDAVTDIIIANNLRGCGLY
RGS7-Gao reg: modulates binding of RGS7 to human Galphao; P09471; binding response (% of control), % at 10 µM; 0.35% of 220,000 active; Multiplexed bead flow cytometry; actives lie on both sides; in the data active = binding response below about 49% or above about 150%; inconclusive = no clear call, values can overlap the other calls; inactive = in between;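 note: fluorescent Galphao held in activated GDP-AlF4 state binding bead-coupled RGS7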
Avidin bead fluor: avidin bead compound fluorescence profile; AID 1775; 0.38% of 220,000 active; fluorescence (KMESF) at 10 µM; Avidin beads, compound fluorescence 488/530 nm, flow cytometry; hits give high values; in the data active = fluorescence above about 47; note: inactives centre near 10
ABCB1 block: blocks JC-1 efflux by human ABCB1 transporter. P08183. CCRF-Adr cells, flow cytometry. inhibition, % at 6.6 µM. 0.067% of 190,000 active; in the data active = inhibition above about 40%;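 note: 0% = vehicle and 100% = reference inhibitor; higher value means more JC-1 retained so stronger ABCB1 efflux block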
ABCG2 block: inhibitors of human ABCG2 transporter, ABCB1 counter-screen | inhibition, % at 6.6 µM | 0.1% of 190,000 active | IgMXP3 cells, JC-1 efflux, flow cytometry | AID 1325;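 active = inhibition above 80%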;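 note: 0% = DMSO and 100% = nicardipine control wells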
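Test system: IgMXP3 cells (ABCG2) mixed with DDAO far-red-labelled CCRF-Adr cells (ABCB1). Reagent: JC-1 transporter substrate. Compound dosing: single test compound dose, 6.6 µM final. Times: 10 min compound exposure, 25 °C. Detection: flow cytometry of retained JC-1 fluorescence. Read-out basis: efflux inhibition in percent versus controls. Controls: nicardipine and DMSO wells.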
Pf gametocyte: P. falciparum stage V gametocyte viability inhibition | P. falciparum stage V gametocytes, ATP luminescence, 24 h | inhibition, % at 10.9 µM | 0.065% of 150,000 active | AID 743093;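 active = inhibition above the mean plus 3 SD of compounds within the control limits, set per campaign, cut at about 38% in these data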;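 note: 0% = DMSO wells and 100% = medium only without gametocytes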
RGS4-Gao reg: human RGS4-Galphao interaction regulation. P09471. Multiplexed bead flow cytometry, RGS4-Galphao binding; actives lie on both sides. binding response (% of control), % at 10 µM. 0.33% of 220,000 active. AID 1415; in the data active = binding response below about 49% or above about 150%; inactive = in between;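 note: fluorescent Galphao activated with aluminum fluoride binding bead-coupled RGS4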
The depositor's hits bear a star; ? = inconclusive; · = no result given.

SMILES	Bim-Mcl-1	Mcl1 Bid PPI	Mcl1-Noxa inh	GSH bead fluor	RGS8-Gao	RGS7-Gao reg	Avidin bead fluor	ABCB1 block	ABCG2 block	Pf gametocyte	RGS4-Gao reg
O=C1NCC(NC(=O)C(F)(F)F)c2cc3c(cc21)OCO3 (stereo unspecified)	0	-20	5	25	102	103	8	0.0	1	-15	102
CCOc1ccc(-n2c(Cc3ccccc3)nnc2SCc2c(C)noc2C)cc1	-1	25	15	19	90	98	26	1.5	3	-8	100
CN1CCN(c2ccccc2NC(=O)c2c(F)cccc2F)CC1	0	-26	12	11	104	104	21	0.1	0	-28	100
CSc1cccc(NC(=O)/C=C/c2ccccc2)c1	-3	-6	-6	31	104	105	11	0.1	1	-9	101
COC(=O)c1cc(N2CCNCC2)nc2ccccc12	·	-2	-2	·	110	?	6	·	·	15	112
Cc1c(Cl)cccc1NC(=O)CCCn1nc([N+](=O)[O-])cc1C	-1	2	8	16	99	95	24	1.0	4	-2	95
Cc1ccc(S(=O)(=O)N2CCC(=O)N(CCOC(=O)Nc3ccc(C)c(C)c3)CC2)cc1	-3	13	12	18	92	99	6	1.4	3	3	96
O=C(O)COc1ccccc1-c1ccccc1	·	-7	16	·	102	?	7	·	·	-7	104
CN(C)S(=O)(=O)N(CC(=O)NCCSCc1ccc(Cl)cc1)c1ccccc1	-2	-18	0	15	98	94	6	1.1	2	·	94
COC(=O)C1=C(C)NC(C)=C(C(=O)OC)C1C(=O)OCCN1C(=O)c2ccccc2C1=O	2	-64	-1	25	102	102	4	0.6	1	-24	102
O=C(COc1ccccc1[N+](=O)[O-])OCC(=O)N1CCC(Cc2ccccc2)CC1	0	-16	22	6	98	100	2	0.8	2	-3	101
CCOC(=O)c1c(NC(=O)C[n+]2ccc(N(C)C)cc2)sc(C)c1C	-1	-5	8	13	101	102	9	-0.7	4	2	99
CCOC(=O)N1CCN(C2=CC(=O)OC23CCCCC3)CC1	1	-9	-14	26	128	105	12	0.5	2	·	109
Cc1c(NC(=O)CC(C)C)c(=O)n(-c2ccccc2)n1C	-1	-12	20	9	102	104	2	0.5	4	-5	102
CCN1CCCC1CNC(=O)C1CCCN(S(=O)(=O)c2cccc3nsnc23)C1 (stereo unspecified)	0	-22	19	17	100	101	8	0.4	2	·	103
Cc1ccc(NC(c2ccccc2)c2nc3ccccc3[nH]c2=O)cc1 (stereo unspecified)	·	-26	-9	·	103	?	8	·	·	-10	103
CCOc1ccccc1OCCCC(=O)NC1CCCc2ccccc21 (stereo unspecified)	5	-13	-3	10	100	106	4	0.9	3	-16	104
COc1cc(OC)cc(-c2nc(N)n[nH]2)c1	-1	18	2	18	99	100	30	0.1	1	21	100
O=C(CS(=O)(=O)c1ccccc1)NC1CCCCC1	0	-15	11	10	102	92	10	0.4	22	7	102
Cc1cccc(-n2ncc(C#N)c2N)c1	-2	-38	-12	22	101	102	20	0.4	1	1	102
COc1ccc2nc(COC(=O)c3cccc([N+](=O)[O-])c3)c(C(C)=O)[n+]([O-])c2c1	·	9	12	·	101	?	22	·	·	-16	104
COc1ccc2oc(=O)c(-c3csc(Nc4cccc(O)c4)n3)cc2c1	-4	-64	35	11	103	101	5	-0.4	-3	-18	101
N#CCSc1n[nH]c2nc3c(c(=O)n12)C1(CCCC1)Cc1ccccc1-3	-5	-66	11	13	76	83	18	-0.2	-1	·	80
C=CCOc1c(CNC2CCCC2)cc(Cl)cc1OC	0	-33	11	23	101	103	10	0.3	0	-8	103
COc1ccc(/C(C)=N/NC(=O)c2ccccc2N)cc1	-2	-11	13	15	99	?	9	-0.2	-1	·	101
CSc1cccc(CN2CCN(CCc3ccccc3)C(CCO)C2)c1 (stereo unspecified)	-2	-38	12	13	101	100	10	1.2	4	-5	103
COc1ccccc1C(N)=S	-1	-2	9	9	102	98	5	1.1	6	7	101
COc1ccc(/C=C2\CCCC(C(=O)C(F)(F)F)=C2O)cc1OC	2	-20	-3	14	104	104	10	0.4	6	·	106
COc1ccc(CNC(=O)CN2C(=O)CC(c3ccccc3)=Nc3ccccc32)cc1	0	-6	11	25	102	113	21	1.2	3	-7	104
N#CC1=C(N)C2=CCCC[C@H]2[C@H](c2ccccc2)C1(C#N)C#N	18	-26	7	8	96	96	9	0.0	-5	0	99

3 of the compounds above, as labelled records.
Compound: Cc1ccc(S(=O)(=O)N2CCC(=O)N(CCOC(=O)Nc3ccc(C)c(C)c3)CC2)cc1
  Bim-Mcl-1 = -3; Mcl1 Bid PPI = 13; Mcl1-Noxa inh = 12; GSH bead fluor = 18; RGS8-Gao = 92; RGS7-Gao reg = 99; Avidin bead fluor = 6; ABCB1 block = 1.4; ABCG2 block = 3; Pf gametocyte = 3; RGS4-Gao reg = 96
Compound: O=C(CS(=O)(=O)c1ccccc1)NC1CCCCC1
  Bim-Mcl-1 = 0; Mcl1 Bid PPI = -15; Mcl1-Noxa inh = 11; GSH bead fluor = 10; RGS8-Gao = 102; RGS7-Gao reg = 92; Avidin bead fluor = 10; ABCB1 block = 0.4; ABCG2 block = 22; Pf gametocyte = 7; RGS4-Gao reg = 102
Compound: CN1CCN(c2ccccc2NC(=O)c2c(F)cccc2F)CC1
  Bim-Mcl-1 = 0; Mcl1 Bid PPI = -26; Mcl1-Noxa inh = 12; GSH bead fluor = 11; RGS8-Gao = 104; RGS7-Gao reg = 104; Avidin bead fluor = 21; ABCB1 block = 0.1; ABCG2 block = 0; Pf gametocyte = -28; RGS4-Gao reg = 100

(list continues)
SMILES	Bim-Mcl-1	Mcl1 Bid PPI	Mcl1-Noxa inh	GSH bead fluor	RGS8-Gao	RGS7-Gao reg	Avidin bead fluor	ABCB1 block	ABCG2 block	Pf gametocyte	RGS4-Gao reg
COc1cccc(CNCCO)c1OCc1ccc(Cl)cc1	0	-6	4	19	103	109	11	0.7	4	-5	100
O=C(CN(c1ccccc1F)S(=O)(=O)c1ccccc1)NC1CCCCCC1	0	-9	-7	5	101	98	8	1.5	3	·	99
CC(=O)OCC1=C(C(=O)O)N2C(=O)C(NC(=O)c3ccc(COc4c(C)cccc4Cl)o3)C2SC1 (stereo unspecified)	0	-19	35	11	99	92	10	-0.8	0	-5	100
Cc1cc(SCC(=O)Nc2ccccc2)n2ncc(-c3ccccc3)c2n1	·	-4	-1	·	101	?	6	·	·	-2	101
Cc1ccc(OCC(=O)N/N=C\c2cn(C)c3ccccc23)c([N+](=O)[O-])c1	-3	-24	-2	79	101	99	12	-0.4	1	·	99
O=c1nc2ccccc2c2n1CC(CN1CCN(c3ccc(F)cc3)CC1)N2 (stereo unspecified)	-5	-18	-2	54	102	100	8	0.6	4	·	106
COCC(=O)Nc1ccc(C)c(Cl)c1	-5	1	5	34	107	106	17	0.0	0	17	106
O=C(Nc1ccc([N+](=O)[O-])cc1)c1ccc(Cn2cc([N+](=O)[O-])cn2)cc1	-1	15	19	15	85	74	9	1.0	17	10	72
COCCN=c1scc(-c2ccccc2)n1/N=C/c1c[nH]c2ccccc12	-7	-36	18	19	101	106	8	0.0	0	-2	102
COc1ccccc1-n1c(SCC(=O)O)nc2sc3c(c2c1=O)CCC3	·	-7	13	·	104	?	4	·	·	-1	106
O=C(NCc1n[nH]c(=S)n1-c1cccc(Cl)c1)c1cccs1	-2	-25	20	12	103	103	9	0.5	3	·	105
Cc1ccc(S(=O)(=O)NC(CN2CCOCC2)=NCCNS(=O)(=O)c2ccccc2)cc1	-1	-26	-9	46	97	100	0	0.2	1	-4	97
COc1ccc(NC(=O)CCN2CCN(S(=O)(=O)c3cc(Cl)ccc3Cl)CC2)cc1	2	-19	2	29	106	114	60*	0.7	1	·	136
O=C(O)C(C/C(=N/O)c1ccc(Br)cc1)P(=O)(c1ccccc1)c1ccccc1 (stereo unspecified)	·	-12	6	·	100	?	6	·	·	-2	96
COc1ccccc1CNC(=O)CN(C)S(=O)(=O)c1cccc2cccnc12	·	-6	5	·	103	?	6	·	·	-8	103
CCc1ccc2[nH]c(=O)c(CN(Cc3ccc(F)cc3)C(c3nnnn3CCN3CCOCC3)C(C)C)cc2c1 (stereo unspecified)	-1	18	-3	39	100	98	31	3.7	4	·	100
Nc1cc(Cl)ccc1Oc1ccc(Cl)cc1	0	18	29	15	96	97	9	0.9	2	0	95
CCN1/C(=C/c2ccc3ccccc3[n+]2CC)C=Cc2ccccc21	-3	-56	-11	41	103	101	11	0.8	9	·	104
CCCCCCCN=C(C)c1ccccc1O	·	0	-3	·	101	?	6	·	·	-5	103
COc1cc(-c2nc(-c3ccc4c(c3)-c3ccccc3S4(=O)=O)c(-c3ccccc3)[nH]2)cc(OC)c1OC	2	-12	5	14	104	111	10	0.5	1	·	109
Cc1ccc(NC(=O)Cn2cc(S(=O)(=O)c3ccccc3)c(=O)c3cc(F)ccc32)cc1	-3	-13	-37	13	106	103	6	-1.2	-1	·	107
COc1ccc2nc(NNC(=O)COc3ccccc3)sc2c1	2	-33	4	9	98	98	12	-0.7	1	·	102
CCC(=O)NCCCCCCNC(=O)CC	0	4	4	16	100	101	8	0.1	2	25	100
COc1ccccc1C(=O)Nc1ccc(C(=O)/C=C/c2cccs2)cc1	1	-17	2	2	106	104	11	-0.3	0	13	106
O=C(C[N+]1(CC#Cc2ccccc2)CCCCC1)c1ccccc1	0	6	4	10	103	100	7	0.5	1	2	103
CCOc1ccccc1NC(=O)C1CCN(c2ccc(S(=O)(=O)N3CCCC3)cc2)CC1	4	11	16	20	100	101	7	2.2	5	·	105
c1ccc(Cn2nnnc2C(c2ccccn2)N2CCOCC2)cc1 (stereo unspecified)	-1	-10	-13	24	104	102	18	0.0	1	·	106
CCN(CC(=O)Nc1ccccc1OC)CC(=O)Nc1ccccc1-c1ccccc1	-2	18	27	12	101	95	6	-0.2	1	-14	104
O=C(CNS(=O)(=O)c1c(Cl)cccc1Cl)OCC(=O)N1CCN(c2ccccc2)CC1	3	-32	32	8	104	99	13	0.7	8	·	101
O=C(NCCn1cc(SCc2ccccc2)c2ccccc21)c1c(F)cccc1F	-2	-12	4	17	·	·	·	2.0	8	·	·
CC(=O)Nc1ccc(S(=O)(=O)NCCOc2ccc(Cl)cc2C)cc1	-5	-29	-2	14	102	97	5	0.8	5	9	97
O=C(NCc1ccco1)c1nn2c(C(F)(F)F)cc(-c3cccs3)nc2c1Br	8	13	42	25	96	94	3	-0.3	-1	·	94
CN(C(=O)CSc1nc(-c2ccccc2)cn1N)C(c1ccccc1)c1ccccc1	0	-2	0	30	97	101	11	1.4	4	·	100
COc1cccc(CN2C(=O)Nc3ccccc3C(=O)N2C(C)(C)C)c1	-2	-19	23	22	87	86	1	0.3	0	·	80
COc1cccc(CC(NC(C)=O)C(=O)NC2CCN(C(=O)C3CC3)CC2)c1OC (stereo unspecified)	1	-9	6	14	101	98	11	-0.3	-3	-2	102
CCn1cc(C(=O)NCc2cccnc2)c(=O)c2cc(F)c(N3CCN(C(=O)c4ccco4)CC3)cc21	0	6	9	15	102	101	7	0.2	2	2	103
CCc1cn([C@H]2C[C@H](O)[C@@H](CO)O2)c(=O)[nH]c1=O	0	1	5	20	123	111	20	0.6	2	·	118
CCOC(=O)CSc1nc2c(c(=O)n(C)c(=O)n2C)n1Cc1ccccc1F	6	-3	16	22	103	101	6	1.6	3	·	101

From PubChem
